NOD2-RIPK2 inh: blocks binding of human NOD2 to RIPK2 | CHO BLA complementation NOD2-RIPK2, CCF4 ratio | O43353 | actives 0.38% (n = 360,000) | inhibition, % at 4.98 µM | AID 624267; in the data active = inhibition above about 21%;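 also: 0% = vehicle only and 100% = reference blocker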
Target sequence (O43353 whole entry, looked up): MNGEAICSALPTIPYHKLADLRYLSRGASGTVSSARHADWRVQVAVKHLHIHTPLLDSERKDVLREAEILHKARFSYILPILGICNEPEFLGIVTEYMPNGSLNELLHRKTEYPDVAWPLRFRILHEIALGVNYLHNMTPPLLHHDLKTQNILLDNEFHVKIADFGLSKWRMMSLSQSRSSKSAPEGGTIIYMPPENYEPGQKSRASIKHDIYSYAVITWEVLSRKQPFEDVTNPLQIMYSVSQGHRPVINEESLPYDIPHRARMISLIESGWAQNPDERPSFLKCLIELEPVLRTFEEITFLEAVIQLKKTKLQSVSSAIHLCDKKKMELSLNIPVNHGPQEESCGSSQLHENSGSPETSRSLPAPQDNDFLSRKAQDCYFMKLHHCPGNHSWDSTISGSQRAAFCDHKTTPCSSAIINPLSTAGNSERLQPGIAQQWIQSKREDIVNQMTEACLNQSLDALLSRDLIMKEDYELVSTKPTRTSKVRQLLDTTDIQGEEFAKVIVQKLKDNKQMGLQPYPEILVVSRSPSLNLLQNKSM
Exocytosis inh: lytic granule exocytosis inhibition. TALL-104 LAMP-1 surface exposure, flow cytometry; cells stimulated with thapsigargin and PMA. inhibition, % at 10 µM. actives 0.66% (n = 360,000);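 active = inhibition above about 55%, limit read from the data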
COUP-TFII inh: blocks human COUP-TFII nuclear receptor. P24468. HEK293T NGFI-A luciferase reporter, luminescence. inhibition, % at 8.6 µM. actives 0.7% (n = 370,000);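 active = inhibition above a per-plate cutoff, mean inhibition of test wells between control levels plus 3 SD, cut at about 38% in these data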;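 also: cells cotransfected with COUP-TFII expression vector driving the NGFI-A reporter; 0% = median of COUP-TF2 test wells and 100% = reporter-only cells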
Target sequence (P24468 whole entry, looked up): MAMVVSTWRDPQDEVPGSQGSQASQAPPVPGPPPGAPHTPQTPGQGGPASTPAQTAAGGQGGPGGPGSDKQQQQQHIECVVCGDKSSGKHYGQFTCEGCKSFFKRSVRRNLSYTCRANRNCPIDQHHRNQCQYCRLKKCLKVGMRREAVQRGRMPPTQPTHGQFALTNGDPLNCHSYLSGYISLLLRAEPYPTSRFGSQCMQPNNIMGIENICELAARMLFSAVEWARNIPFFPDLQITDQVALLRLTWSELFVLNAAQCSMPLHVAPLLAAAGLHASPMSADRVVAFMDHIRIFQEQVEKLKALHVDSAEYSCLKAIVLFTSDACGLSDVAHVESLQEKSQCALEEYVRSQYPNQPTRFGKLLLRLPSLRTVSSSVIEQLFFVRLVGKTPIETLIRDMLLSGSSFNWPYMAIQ
SRC1 inh: inhibitors of human steroid receptor coactivator 1 (SRC1) | AID 588354 | HEK293 GAL4-SRC1 luciferase reporter, luminescence | actives 0.12% (n = 360,000) | inhibition, % at 3.6 µM | Q15788;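 active = inhibition above the campaign mean plus 3 SD, with each screening campaign given its own cutoff, cut at about 60% in these data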;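 also: 0% = DMSO treated cells and 100% = gossypol at 36 µM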
TROY signal inh: inhibitors of TROY-dependent NF-kB signaling; Q293 LMP1-TROYcd NF-kB luciferase reporter, 4 h; inhibition, % at 10 µM; actives 0.98% (n = 360,000); AID 1347056;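 active = compounds whose plate-normalised and pattern-corrected inhibition of the luciferase reporter signal at the single screening dose is 50% or more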
LRH-1 inv ag: inverse agonists of human LRH-1 (NR5A2) | actives 0.13% (n = 360,000) | O00482 | HEK293T StAR-luciferase reporter, LRH-1 transfected, 24 h | AID 602396 | inhibition, % at 3.6 µM;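 active = inhibition above the mean inhibition of all tested compounds plus 3 SD, cut at about 73% in these data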;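 also: 0% = DMSO wells and 100% = reporter-only cells lacking LRH-1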
TLR9-MyD88 block: TLR9-MyD88 interaction inhibition | Q9NR96+Q99836 | actives 0.21% (n = 340,000) | CHO BLA complementation TLR9-MyD88, CCF4 FRET ratio | inhibition, % at 4.98 µM;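 active = inhibition above the mean over all tested compounds plus 3 SD, cut at about 21% in these data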;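 also: 0% = DMSO only wells and 100% = clavulanate BLA inhibitor control wells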
NCOA2 inhibitor: inhibits human steroid receptor coactivator 2. Q15596. HEK293 GAL4-SRC2 luciferase reporter, luminescence. inhibition, % at 9 µM. actives 0.17% (n = 370,000). AID 651957;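 active = inhibition above the mean inhibition of all tested compounds plus 3 SD, set per campaign, cut at about 52% in these data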;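 also: 0% = DMSO treated cells and 100% = cells given Gossypol at 36 µM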
NCOA3 inh: inhibits human SRC3 coactivator. Q9Y6Q9. HEK293 GAL4-SRC3 luciferase reporter, luminescence. inhibition, % at 3.6 µM. actives 0.17% (n = 360,000). AID 588352;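 active = inhibition above a per-campaign cutoff, the mean of all compounds plus 3 SD, cut at about 60% in these data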;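 also: 0% = DMSO-treated cells and 100% = gossypol-treated cells at 36 µM; higher means less SRC3-driven luciferase light from the GAL4 reporter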
ABHD5 PLIN5 PPI: ABHD5-PLIN5 protein interaction inhibition | Split G. princeps luciferase complementation, luminescence, 4 h | inhibition, % at 4 µM | actives 0.78% (n = 360,000) | AID 602281;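 active = inhibition above the mean inhibition across every tested compound plus 3 SD, cut at about 22% in these data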;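 also: 0% = DMSO only wells and the 100% control is not disclosed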
TWEAK Fn14 block: blocks TWEAK-Fn14 interaction in a reporter cell assay; inhibition, % at 10 µM; TWEAK-stimulated Fn14 reporter cells, luciferase luminescence, 8 h; AID 1159606; actives 2% (n = 360,000); in the data active = inhibition above about 50%
* hit, by the source's call; / = not tested or not shown. Only part of the results is shown; the hit share may differ from the screen's.

Every second line gives: NOD2-RIPK2 inh, Exocytosis inh, COUP-TFII inh, SRC1 inh, TROY signal inh, LRH-1 inv ag, TLR9-MyD88 block, NCOA2 inhibitor, NCOA3 inh, ABHD5 PLIN5 PPI, TWEAK Fn14 block
> Cc1ccc(Cn2cc(-c3ccccc3)nn2)cc1
    -3, -3, -20, -51, -50, -11, 1, -63, -65, 5, -26
> CCc1ccc(NC(=O)CCn2cccc2)cc1
    -1, 3, -35, -57, -31, 4, -1, -24, -25, -4, 5
> O=C(Nc1ccc2c(c1)C(=O)OC2)c1ccc(Cl)cc1Cl
    -8, 2, -17, -16, -32, 1, -34, -4, -82, -3, -14
> CCCCOCCCNC(=O)C[C@@H]1C[C@@]2(C(=O)OC)CCCCC=C2N(CCC2=CCCCC2)C1=O
    -8, 15, 10, /, 18, 14, /, -18, /, -4, 11
> CCOCCCNC(=O)c1ccc2c(c1)N=C(CC)c1cc(Br)ccc1S2
    28*, 24, -51, -3, 17, 25, -2, 18, 14, -1, 21
> Cc1ccnc(NS(=O)(=O)c2ccc(N3C(=O)c4c(Cl)c(Cl)c(Cl)c(Cl)c4C3=O)cc2)n1
    -4, 0, 2, 14, 17, -3, 3, 5, 8, 7, 16
> NS(=O)(=O)c1ccc(-c2ccc(C=NC3CCS(=O)(=O)C3)o2)cc1 (stereo unspecified)
    1, 0, -5, -13, -9, -6, 6, 3, 16, -3, 15
> OC[C@@H]1CN(Cc2cccnc2)C[C@H](n2cnc3c(NC4CCCC4)ncnc32)O1
    -3, 11, -4, -1, -7, -12, /, 0, -23, 2, 8
> O=C(NCCN1C(=O)S/C(=C\c2ccccc2)C1=O)c1cc(S(=O)(=O)N2CCOCC2)c(Cl)cc1Cl
    -9, 6, 9, 7, 26, 0, -1, -3, -6, 2, 47
> COc1ccc(N2CCN(C(CNS(=O)(=O)c3ccc(C)cc3)c3ccccc3)CC2)cc1 (stereo unspecified)
    -2, 0, -7, -12, -3, -6, -13, 3, -14, -8, 8
> Nc1nc(SCc2ccccc2Cl)nc2nc3c(cc12)CCCC3
    -2, -10, 4, 3, 13, -3, -9, 6, 15, -4, 14
> C=CCC1(CC=C)CCCN1C(=O)c1cc(COc2cncc(Cl)c2)on1
    -1, -12, 48*, 11, 14, -8, -17, 26, 16, -1, 25
> Cc1ccc(S(=O)(=O)N2CCOCC2)cc1NC(=O)CN1C(=O)NC2(CCCC2)C1=O
    -4, -14, 3, 12, 9, 9, 7, 1, -4, -3, 5
> CCCN1CCN(CCCNC(=O)Cn2nc(-c3ccc(Cl)cc3)ccc2=O)CC1
    -4, -2, 8, 7, 0, 3, -2, -29, -37, 4, -24
> COc1ccc2c(c1)CC[C@@H]1[C@@H]2CC[C@]2(C)[C@@H](C(=O)O)C[C@@H]12
    -2, -4, -3, -5, -10, 7, 1, -5, -3, -12, 6
> COc1ccc(CCNC(=O)C2CCN(C(=O)c3ccc(Cl)cc3)CC2)cc1
    -3, 7, 11, 9, -6, -30, -6, 9, -9, -3, 6
> O=C(O)c1ccc(Oc2ccc(S(=O)(=O)c3ccc(C(=O)O)c(C(=O)O)c3)cc2)cc1
    -6, 3, 12, -24, 4, 2, 0, 33, -4, 8, -9
> COc1ccc(C)cc1NC(=O)CSc1nnc(CC(=O)Nc2ccccc2F)n1C
    -6, -2, 6, -5, 3, 12, -2, -33, -1, -4, 0
> CCCC(C(=O)NC(C)(C)C)N(Cc1ccc(F)cc1)C(=O)c1snc(C(N)=O)c1N (stereo unspecified)
    7, -4, 12, 7, 9, 14, 3, -1, -2, -7, 1
> CCCCCCc1cc2cc(C(=O)Nc3ccccc3)c(=O)oc2cc1O
    -11, 10, -14, 4, 50*, 11, -1, -18, 11, -2, 69*
> CN(CC(=O)N1CCCC1)S(=O)(=O)c1cccc(Cl)c1
    4, -10, 2, 12, 5, 11, -9, 20, 4, 2, -1
> Cc1ccc(C(=O)OCC(=O)c2ccc[nH]2)s1
    10, -2, -48, -44, -32, 16, 1, -2, -16, 0, -20
> CC1CCCC(C)N1C(=O)CSc1nnc(C2CCCCC2)o1 (stereo unspecified)
    4, -2, 9, -17, -23, 6, 12, -10, -34, -4, -6
> CCOc1ccc(N2C(=O)CC(NCc3ccc(F)cc3)C2=O)cc1 (stereo unspecified)
    5, -3, 10, -6, -15, -10, 1, -2, 9, 12, -37
> O=C(CCCc1nc2ccccc2s1)NCc1cccnc1
    12, -2, -27, -7, 10, -32, -13, 8, -27, 4, -1
> C/C(CC(=O)NC12CC3CC(CC(C3)C1)C2)=N\NC(=O)c1cnccn1
    -9, 1, -16, -48, -30, -39, -9, -30, -55, 2, -2
> O=C(NC1CCCCC1)C(c1ccccc1)N1CCc2ccccc21 (stereo unspecified)
    1, -6, -3, -16, -22, 3, -12, -16, 5, -3, -5
> CC1CCN(S(=O)(=O)c2cn(CC(=O)N3CCN(C)CC3)c(=O)c3ccccc23)CC1
    -6, -6, 6, 18, 3, 6, -2, 6, 20, 11, 18
> CCc1c(C)sc(NC(NC(C)=O)(C(=O)OC)C(F)(F)F)c1C#N (stereo unspecified)
    -4, -6, 0, -4, 7, 11, -1, 12, 5, 1, -2
> Cc1[nH]n(-c2ccccc2)c(=O)c1/C=N/NC(=O)COc1ccccc1[N+](=O)[O-]
    -8, 0, -16, 5, -1, -4, 4, 3, 20, -10, 0
> O=C(O)c1c(NC(=O)N2CCOCC2)sc2c1CCCC2
    -5, -14, 0, -8, 2, -14, -5, -6, 8, 1, 9
> Cc1ccc(NCc2nnc(SC(C)C(=O)N/N=C/c3ccc(C)o3)n2-c2ccccc2)cc1 (stereo unspecified)
    -9, -1, 14, -9, 17, -2, -2, -13, 1, -4, -15
> OC[C@@H]1CN(CCN2CCOCC2)C[C@H](n2cnc3c(NCc4ccc(F)cc4)ncnc32)O1
    -10, 5, -9, 1, 3, -6, /, 17, 2, 8, -1
> Cc1ccc(N(CC(=O)NC(C)c2ccccc2)S(=O)(=O)c2c(C)n[nH]c2C)cc1 (stereo unspecified)
    -14, -10, -18, -3, -12, -8, -11, -16, 0, 8, 7
> Cn1cnnc1Sc1cc(N2CCN(S(=O)(=O)c3ccc4ccccc4c3)CC2)ccc1[N+](=O)[O-]
    1, 11, 0, 9, 4, -13, -2, 12, -6, 8, -14
> COc1ccc(OC)c2c1sc(=NC(=O)C1CC1)n2C
    0, 7, 6, 4, 5, 22, -8, 18, 7, 0, -21
> Cc1ccnc(N2CCCC(C(=O)NCc3cccs3)C2)n1 (stereo unspecified)
    -6, 1, -2, -7, 6, 4, -6, 0, -14, -4, 17
> Clc1nc(-c2ccccc2)cc(-c2ccccc2)n1
    -14, -3, -7, -15, -17, 11, 5, 7, -4, -8, 13
> Cc1cccc(C)c1NC(=O)C(C1CC1)n1c(-c2ccc(=O)[nH]c2)nc2ccccc21 (stereo unspecified)
    0, -8, -1, /, /, -5, /, -44, /, -6, /
> O=C(CSc1nnc2scc(-c3ccccc3)n12)Nc1ccc2c(c1)OCCO2
    -12, 0, 0, 15, 17, 13, -2, 11, 8, 10, 17

Not a retest: entries from further up.
Every second line gives: NOD2-RIPK2 inh, Exocytosis inh, COUP-TFII inh, SRC1 inh, TROY signal inh, LRH-1 inv ag, TLR9-MyD88 block, NCOA2 inhibitor, NCOA3 inh, ABHD5 PLIN5 PPI, TWEAK Fn14 block
> Cc1ccc(NCc2nnc(SC(C)C(=O)N/N=C/c3ccc(C)o3)n2-c2ccccc2)cc1 (stereo unspecified)
    -9, -1, 14, -9, 17, -2, -2, -13, 1, -4, -15
> OC[C@@H]1CN(CCN2CCOCC2)C[C@H](n2cnc3c(NCc4ccc(F)cc4)ncnc32)O1
    -10, 5, -9, 1, 3, -6, /, 17, 2, 8, -1
> Cc1ccc(N(CC(=O)NC(C)c2ccccc2)S(=O)(=O)c2c(C)n[nH]c2C)cc1 (stereo unspecified)
    -14, -10, -18, -3, -12, -8, -11, -16, 0, 8, 7
> Cn1cnnc1Sc1cc(N2CCN(S(=O)(=O)c3ccc4ccccc4c3)CC2)ccc1[N+](=O)[O-]
    1, 11, 0, 9, 4, -13, -2, 12, -6, 8, -14
> COc1ccc(OC)c2c1sc(=NC(=O)C1CC1)n2C
    0, 7, 6, 4, 5, 22, -8, 18, 7, 0, -21
> Cc1ccnc(N2CCCC(C(=O)NCc3cccs3)C2)n1 (stereo unspecified)
    -6, 1, -2, -7, 6, 4, -6, 0, -14, -4, 17
> Clc1nc(-c2ccccc2)cc(-c2ccccc2)n1
    -14, -3, -7, -15, -17, 11, 5, 7, -4, -8, 13
> Cc1cccc(C)c1NC(=O)C(C1CC1)n1c(-c2ccc(=O)[nH]c2)nc2ccccc21 (stereo unspecified)
    0, -8, -1, /, /, -5, /, -44, /, -6, /
> O=C(CSc1nnc2scc(-c3ccccc3)n12)Nc1ccc2c(c1)OCCO2
    -12, 0, 0, 15, 17, 13, -2, 11, 8, 10, 17

(listing goes on)
Every second line gives: NOD2-RIPK2 inh, Exocytosis inh, COUP-TFII inh, SRC1 inh, TROY signal inh, LRH-1 inv ag, TLR9-MyD88 block, NCOA2 inhibitor, NCOA3 inh, ABHD5 PLIN5 PPI, TWEAK Fn14 block
> O=S(=O)(Nc1ccc(Cl)nn1)c1ccccc1
    -5, 2, 9, -22, 6, 17, -8, -16, 1, -2, -2
> CC(=O)Nc1cc(C(=O)OCC(=O)c2ccc(Cl)cc2Cl)ccc1C
    0, -2, -4, -7, -80, 4, 1, -5, 3, -3, 5
> COc1cc(C)c(-c2cc(C(=O)O)c(C)o2)cc1C(C)C
    -6, 2, -8, -8, -4, 38, -4, -27, 7, 2, -4
> Cc1cc(/C=C2/SC(=S)N(c3cccc(Cl)c3)C2=O)c(C)n1-c1cccnc1
    8, 6, 65*, 12, 9, 36, 7, 2, 11, 1, 22
> CCCCNC(=O)COC(=O)CCC(=O)c1ccc(F)cc1
    -13, 0, 7, -17, -10, -11, -10, -38, 0, 3, 0
